Source: PubChem BioAssay (Sanford-Burnham Center for Chemical Genomics)
ATG4B inh: inhibitors of human ATG4B cysteine protease | ATG4B cleavage of LC3-PLA2, NBD-HPC fluorescence, 1 h | 0.51% of 340,000 active | inhibition, % at 8.33 µM | AID 504462 | Q9Y4P1; in the data active means inhibition above about 40%
Target sequence (Q9Y4P1 whole entry, looked up): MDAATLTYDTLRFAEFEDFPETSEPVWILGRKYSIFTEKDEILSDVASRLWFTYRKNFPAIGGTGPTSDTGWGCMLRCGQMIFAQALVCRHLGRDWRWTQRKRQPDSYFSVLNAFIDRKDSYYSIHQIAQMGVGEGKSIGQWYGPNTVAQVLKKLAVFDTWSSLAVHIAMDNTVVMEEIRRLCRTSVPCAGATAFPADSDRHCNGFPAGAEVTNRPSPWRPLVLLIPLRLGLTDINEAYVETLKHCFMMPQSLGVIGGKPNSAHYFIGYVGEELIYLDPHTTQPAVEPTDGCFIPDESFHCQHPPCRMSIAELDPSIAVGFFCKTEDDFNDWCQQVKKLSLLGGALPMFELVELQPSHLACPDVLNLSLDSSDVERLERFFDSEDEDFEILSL
hIAP activ: increases human intestinal alkaline phosphatase activity; purified human IAP, CDP-Star luminescence, 30 min; active compounds read high; 1 = vehicle-only enzyme, 0 = enzyme-free background; activation factor at 10 µM; 0.16% of 330,000 active;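 active means activation factor of the enzyme at least 2-fold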; further: the source names both 10 and 20 µM as test concentration; values of inactives mirror those of a sister screen read the other way
Target sequence (P09923 whole entry, looked up): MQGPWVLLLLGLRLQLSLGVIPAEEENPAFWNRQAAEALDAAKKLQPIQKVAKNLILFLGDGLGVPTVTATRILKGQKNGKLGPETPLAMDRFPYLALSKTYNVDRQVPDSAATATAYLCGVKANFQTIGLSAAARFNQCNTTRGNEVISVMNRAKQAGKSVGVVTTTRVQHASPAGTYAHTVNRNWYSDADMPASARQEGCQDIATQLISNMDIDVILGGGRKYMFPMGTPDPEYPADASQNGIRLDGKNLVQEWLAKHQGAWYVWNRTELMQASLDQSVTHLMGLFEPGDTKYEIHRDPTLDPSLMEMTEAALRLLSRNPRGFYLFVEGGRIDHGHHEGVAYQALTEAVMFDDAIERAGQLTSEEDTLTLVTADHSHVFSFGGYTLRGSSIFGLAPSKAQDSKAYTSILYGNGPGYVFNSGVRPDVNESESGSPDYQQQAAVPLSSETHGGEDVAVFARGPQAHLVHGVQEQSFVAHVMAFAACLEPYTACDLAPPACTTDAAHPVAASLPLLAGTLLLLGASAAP
hIAP inh: human IAP inhibition | P09923 | purified IAP, CDP-Star luminescence, 30 min | inhibition, % at 10 µM | 0.12% of 330,000 active;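 active means inhibition reaching a set limit with compound at 10 µM in the primary screen, cut at about 35% in these data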;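 further: plate controls were DMSO wells with enzyme for no effect and no-enzyme buffer wells for full effect; values of inactives mirror those of a sister screen read the other way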
Apaf1 inhib: inhibitors of human Apaf-1 apoptosome; 0.71% of 330,000 active; reconstituted apoptosome caspase-3 activity, DEVD-Rh110 fluorescence; O14727; inhibition, % at 20 µM; active means inhibition of at least 40% at 20 µM;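 further: plate controls were DMSO wells for no effect and DEVD-CHO caspase inhibitor wells for full effect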
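Material: biochemical Apaf-1 apoptosome reconstitution. Medium: Hepes buffer, pH 7.5. Also added: cytochrome c activation, bis-DEVD rhodamine 110 substrate. Timing: 30 min compound preincubation, 50 min activation, room temperature. Measured by: rhodamine 110 fluorescence at Ex 480/Em 540 nm.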
NALP3 yeast inh: NALP3 inhibition in yeast. Yeast reconstituted NLRP3/ASC/caspase-1, beta-gal luminescence, 24 h. inhibition, % at 10 µM. 0.39% of 330,000 active. AID 2825;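 active means inhibition of 50% or more; inactive means inhibition below 50%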;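 further: plate controls were induced DMSO wells for no effect and uninduced yeast grown without galactose for full effect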
mIAP activ: increases mouse intestinal alkaline phosphatase activity | muIAP, CDP-Star luminescence, 30 min; active compounds read high; 1 = vehicle-only enzyme signal, 0 = enzyme-free wells | activation factor at 10 µM | 0.24% of 330,000 active;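 active means activation factor of at least 2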; further: the source names both 10 and 20 µM as test concentration; values of inactives mirror those of a sister screen read the other way
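System: Mouse IAP enzyme | Also added: CDP-Star substrate | Dosing: Compounds dispensed in DMSO | Schedule: 30 min enzyme-substrate-compound incubation at room temperature | Technique: Chemiluminescence readout | Control set: DMSO-only wells and no-enzyme negative control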
tim10-1 inh: inhibits growth of tim10-1 mutant yeast; S. cerevisiae tim10-1 ts strain growth, BacTiter-Glo, 24 h; 2.2% of 330,000 active; inhibition, % at 20 µM;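 active means inhibition of at least 40%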;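 further: mutant grown at 25 °C; 0% = DMSO wells with yeast and 100% = wells holding no yeast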
mIAP block: blocks mouse intestinal alkaline phosphatase; 0.2% of 330,000 active; AID 2806; inhibition, % at 10 µM; purified mouse IAP, CDP-Star luminescence, 30 min;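 active means inhibition of at least 40% at 10 µM in the primary screen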;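 further: plate controls were DMSO with enzyme for no effect and no enzyme wells for full effect; values of inactives mirror those of a sister screen read the other way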
TIM10 inh: TIM10 yeast growth inhibition; S. cerevisiae TIM10 strain growth, BacTiter-Glo luminescence, 24 h; inhibition, % at 10 µM; 1.4% of 330,000 active; AID 463195;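 active means inhibition of 40% or more at the single tested concentration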;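 further: wild-type TIM10 isogenic control strain grown at permissive 25 °C; 0% = DMSO yeast wells and 100% = minimal medium wells without yeast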
The depositor's hits bear a star.

compound	Apaf1 inhib	mIAP block	hIAP inh	mIAP activ	ATG4B inh	TIM10 inh	NALP3 yeast inh	tim10-1 inh	hIAP activ
CCOC(=O)C1CCN(C(=O)CCCn2nc(C)c3c(C)n(-c4ccc(C)cc4)nc3c2=O)CC1	10	-2	-8	1	-2	-2	4	7	1.1
CC(C)OC(=O)CSc1nnc(-c2ccccn2)n1N	-14	3	12	0.97	-6	3	12	-2	0.88
COc1ccc(S(=O)(=O)N2CCOCC2)cc1NC(=O)COC(=O)c1ccc(C)s1	14	3	2	0.97	-13	8	-11	-3	0.98
Cc1cc(C)n2c(SCC(=O)N(C)C3CCCCC3)nnc2n1	-12	-2	-3	1	1	3	21	12	1
NC(=O)c1ccc(NC(=O)COC(=O)CNC(=O)c2sc3ccccc3c2Cl)cc1	6	11	-9	0.89	-18	1	-2	-12	1.1
CCOC(=O)C1=C(C)S/C(=C\N(C)C)C1=O	1	8	-6	0.93	9	7	-2	2	1.1
C=CCn1c(C23CC4CC(CC(C4)C2)C3)n[nH]c1=S	-5	0	4	1	0	37	28	31	0.96
CCSC1=C(C#N)C(c2ccccc2OC)CC(=O)N1 (centres undefined)	-3	6	6	0.94	0	4	16	7	0.94
CCOC(=O)C1CCN(S(=O)(=O)c2ccc(NC(C)=O)c(Cl)c2)CC1	-12	-1	6	1	5	2	20	22	0.94
Oc1c(C=Nc2ccccc2)sc2ccccc12	9	5	6	0.95	2	40*	40	33	0.94
O=C(O)CN1CCN(Cc2ccccc2Cl)C1=O	-5	10	0	0.9	-3	2	4	10	1
COc1ccc(Cc2nnc(NC(=O)C3CC(=O)N(c4ccccc4C)C3)s2)cc1OC (centres undefined)	10	-4	-1	1	-12	10	5	6	1
O=C(CSCc1cccc(CSCC(=O)Nc2ccc3ccccc3c2)n1)Nc1ccc2ccccc2c1	3	-35	-8	1.4	-20	14	22	4	1.1
COc1ccc(C2CC(O)(c3ccccc3)Oc3c(C)ccc(C)c32)cc1 (centres undefined)	20	-2	-9	1	56*	21	16	22	1.1
COc1ccc(S(=O)(=O)NCC(c2ccc(C)cc2)N2CCN(C)CC2)cc1 (centres undefined)	1	7	-3	0.93	1	13	5	9	1
NNC(=O)c1sc(-c2ccccc2)cc1N	-10	6	1	0.94	-6	-14	0	18	0.99
Cc1[nH]nc(SCC(=O)N(C)c2ccccc2)c1[N+](=O)[O-]	-22	-9	-16	1.1	13	-25	-2	-5	1.2
Cc1cc(C)c2c3c(cn2n1)c(=O)n(C)c(=O)n3C	2	3	-3	0.97	-6	12	12	19	1
Cc1cc(C)n(CCNC(=O)CC2C(=O)NCCN2CC2CCCCC2)n1 (centres undefined)	5	0	5	1	-7	8	10	28	0.95
O=C(O)c1cccc2c1/C(=N/O)c1ccccc1-2	-2	-3	-2	1	-7	2	12	-5	1
CCOc1ccc(C(=O)Cc2ccc3oc(C(=O)O)cc3c2)c(O)c1	14	0	6	1	-1	8	7	-3	0.94
Cn1c(SCC(=O)NC2CCCCC2)nnc1-c1ccncc1	6	-1	-25	1	-3	-6	-15	15	1.3
O=C(CCN1C(=O)/C(=C/c2ccccc2Cl)SC1=S)NN1CCOCC1	16	3	-32	0.97	5	15	11	18	1.3
S=c1[nH]nc(-c2ccco2)n1/N=C/c1c(Cl)cccc1Cl	-6	12	24	0.88	9	-7	10	11	0.76

Single records (already shown).
`S=c1[nH]nc(-c2ccco2)n1/N=C/c1c(Cl)cccc1Cl` in the list: Apaf1 inhib: -6; mIAP block: 12; hIAP inh: 24; mIAP activ: 0.88; ATG4B inh: 9; TIM10 inh: -7; NALP3 yeast inh: 10; tim10-1 inh: 11; hIAP activ: 0.76
`COc1ccc(S(=O)(=O)NCC(c2ccc(C)cc2)N2CCN(C)CC2)cc1` (centres undefined) in the list: Apaf1 inhib: 1; mIAP block: 7; hIAP inh: -3; mIAP activ: 0.93; ATG4B inh: 1; TIM10 inh: 13; NALP3 yeast inh: 5; tim10-1 inh: 9; hIAP activ: 1

New compounds follow
compound	Apaf1 inhib	mIAP block	hIAP inh	mIAP activ	ATG4B inh	TIM10 inh	NALP3 yeast inh	tim10-1 inh	hIAP activ
CCOC(=O)/C(C#N)=C\C1=C(N2CCOCC2)CC(C)(C)OC1	1	-8	2	1.1	-2	-9	6	4	0.98
C=CCOc1ccccc1CNc1cccc(F)c1	15	-9	-1	1.1	23	9	10	19	1
Nc1ccc(CCS(N)(=O)=O)cc1	-9	9	20	0.91	3	2	-11	-8	0.8
Cc1cccc(C)c1NC(=O)CN(C)C(=O)c1ccc(COc2ccccc2)cc1	6	-5	-7	1	11	-6	18	-7	1.1
COC(=O)c1ccc(S(=O)(=O)N2CCC(O)CC2)n1C	-4	-7	4	1.1	-6	22	16	1	0.96
c1coc(C2=NCCc3ccccc32)c1	7	2	23	0.98	-2	0	1	-3	0.77
COc1ccc(OC)c(S(=O)(=O)N2CCC(C(=O)N3CCCCCC3)CC2)c1	6	-7	-3	1.1	0	2	8	3	1
CCN(CC)CCn1cnc2c([nH]c3cccc(OC)c32)c1=O	0	3	-20	0.97	-9	-13	-8	-1	1.2
O=C(Cc1ccc(Cl)cc1)NCCS(=O)(=O)N1CCN(c2ccccc2)CC1	9	7	-1	0.93	2	-4	15	8	1
O=C(Nc1ccnn1C1CCN(Cc2ccc3nonc3c2)CC1)c1cccc(F)c1	-6	9	-18	0.91	-13	-5	17	7	1.2
COc1cccc(CN(C)CC(=O)Nc2sc3c(c2C#N)CCC3)c1OC	11	1	6	0.99	0	9	26	-4	0.94
COc1ccc(C2CC(=O)N3CN(c4ccc(C)c(Cl)c4)CSC3=C2C#N)cc1OC (centres undefined)	30	16	9	0.84	4	5	6	8	0.91
OC1(c2ccccc2)c2ccccc2-c2ncccc21 (centres undefined)	-6	0	-4	1	2	10	15	-1	1
COCc1cnc(C)nc1N	-9	0	8	1	-8	18	0	10	0.92
O=C(NN=C1CCN(Cc2ccccc2)CC1)c1cccc(S(=O)(=O)Nc2ccccc2Cl)c1	-1	9	9	0.91	1	14	9	17	0.91
O=C(Nc1c(F)cc(F)cc1Br)c1cc(S(=O)(=O)N2CCN(c3ccccn3)CC2)ccc1F	5	-5	-3	1	-12	-5	17	24	1
COc1ccccc1NC(=O)Nc1nc(CC(=O)Nc2ccc(F)c(F)c2)cs1	18	-11	10	1.1	-2	-18	25	6	0.9
Cc1ccc(C(=O)NCC(=O)OCC(=O)c2ccc(Cl)s2)cc1	-1	-2	-22	1	4	-1	13	9	1.2
CCN(CC(=O)Nc1ccc(OC)cc1)C(=O)CCc1nc2ccccc2c(=O)[nH]1	6	-2	-10	1	7	3	18	-5	1.1
Cc1ccc(S(=O)(=O)N2CCCCC2)cc1NC(=O)Cn1cc(C(F)(F)F)ccc1=O	-3	-4	5	1	-12	0	8	16	0.95
Cc1onc(-c2ccccc2)c1C(=O)Nc1c(C)n(C)n(-c2ccccc2)c1=O	-4	-3	2	1	-4	2	10	2	0.98
CCn1nnc(-c2ccccc2NC(=O)c2ccc(-n3cnnn3)cc2)n1	2	-4	8	1	2	4	16	20	0.92
COc1ccc(-n2ccnc2CN2CCN(C3CCCC3)C(CCO)C2)cc1 (centres undefined)	-8	-8	-7	1.1	-1	2	3	-6	1.1
S=C(Nc1ccc(Cl)c(Cl)c1)NN1CCOCC1	-2	2	5	0.98	6	4	6	7	0.95
Cc1c(Cl)cccc1Nc1nc(N)nc(CN2CCCCCC2)n1	-5	0	-12	1	-4	-6	1	6	1.1
CC1CCCC(NC(=O)CSc2nnc(-c3cccnc3)n2N)C1C (centres undefined)	3	0	21	1	-12	-1	3	-6	0.79
O=C(COC(=O)[C@@H]1CC(O)CN1S(=O)(=O)c1ccc2c(c1)OCCO2)NCc1ccc(F)cc1 (some centres undefined)	8	-24	-7	1.2	-6	-14	13	13	1.1
O=C(CSc1ncnc2scc(-c3ccccc3)c12)NCc1ccc2c(c1)OCO2	8	8	-5	0.92	6	1	0	26	1.1
COc1cccc(/C=C/C(=C2/C(=O)N(c3ccccc3)N=C2C)c2ccccc2)c1OC	30	17	3	0.83	3	30	13	22	0.97
CN1CCCN(C(=O)CNC(=O)c2ccc(Cl)cc2Cl)CC1	6	-2	-12	1	3	-9	3	-11	1.1
O=C(/C=C/c1ccco1)Nc1cccnc1	-11	1	6	0.99	-1	3	1	11	0.94
COCCNC(=O)C(c1ccncc1)N(C(=O)Cn1nnc2ccccc21)c1ccc(OC)cc1 (centres undefined)	-6	9	9	0.91	-14	8	7	4	0.91
COC(=O)c1cccc(NC(=O)CN2CCOCC2)c1	-7	-4	-1	1	-6	-5	16	-6	1
O=C(CCC(=O)N(CC(=O)NC1CCCCC1)Cc1ccccc1)Nc1nccs1	4	6	20	0.94	-1	10	15	-5	0.8
COc1ccc(-n2ccnc2SCC(=O)Nc2ccc(OC)cc2OC)cc1	-6	-3	6	1	7	-8	20	24	0.94
COc1ccc(NC(=O)c2ccc(NS(=O)(=O)c3c(C)noc3C)cc2)cc1OC	3	-2	-20	1	-3	-7	-5	9	1.2
C/C(=N\Nc1nc(C)cc(-c2ccccc2)n1)c1ccc(C)o1	-4	10	6	0.9	-7	45*	11	49*	0.94
CCC(C)N(C(=O)CSc1nnc(COc2ccccc2F)n1N)C1CCS(=O)(=O)C1 (centres undefined)	24	-10	-4	1.1	-8	-13	5	-19	1
O=C(CSCc1ccccc1F)NCc1ccc(F)cc1	7	-14	-7	1.1	-1	3	15	18	1.1
CC(=O)NC(CC(=O)NC1CCCCCC1)c1ccccc1 (centres undefined)	0	9	0	0.91	-4	1	4	-8	1
CC1CCCC(C)N1NC(=O)Cc1ccccc1 (centres undefined)	3	-1	9	1	1	6	3	-12	0.91
NC(=O)c1nc(-c2ccco2)nc2c1[nH]c(=O)n2-c1ccc(Cl)c(Cl)c1	1	29	-105	0.71	6	11	15	-2	2.1*
COc1ccc2[nH]cc(CCNC(=O)Cc3ccc(Br)cc3)c2c1	10	-16	8	1.2	-11	-2	12	9	0.92
CN(C)S(=O)(=O)c1cc(NC(=O)CN2CCN(c3ccc(O)cc3)CC2)ccc1Cl	0	-1	-26	1	-7	4	-3	1	1.3
Cc1cc(C)c(C#N)c(N2CCN(c3ccccc3F)CC2)n1	9	-2	-21	1	4	0	18	5	1.2
CC(=O)c1cccc(CN2CCN(CCc3ccccc3)C(CCO)C2)c1 (centres undefined)	3	0	-12	1	-3	-14	10	12	1.1
Cc1cc(C)c(S(=O)(=O)c2cccc(C(F)(F)F)c2)c(=O)[nH]1	3	-2	-8	1	5	11	2	3	1.1
C=CCOc1c(CNn2nnnc2N)cccc1OC	-9	10	1	0.9	-5	-3	9	8	0.99
CCc1ccc(S(=O)(=O)c2ccc(-n3nc(C)cc3N)cc2)cc1	12	5	7	0.95	-9	8	-4	12	0.93
COC(=O)[C@@]12CCCCN1[C@H](c1ccc(-c3ccc(C(C)=O)cc3)cc1)[C@H]1C(=O)N(C)C(=O)[C@H]12	24	8	-12	0.92	-14	7	-6	15	1.1
Cc1nc(N)c(C#N)c(-c2ccccc2)c1C	14	3	18	0.97	-2	-20	18	6	0.82
COc1ccccc1NC(=O)CSc1ccc(-c2ccccn2)nn1	-7	7	9	0.93	-3	12	11	17	0.91

Not a hit list, and some 4.5% of all compounds hit somewhere here.
